Epigenetic derep: epigenetic control regulation, reporter derepression; murine LDR cells, GFP reporter derepression, 30 h; Potency, µM (top dose mostly 53.9 µM), for inactives: top-dose GFP activation, actives largely listed as activators; 0.2% of 280,000 active; AID 1865; note: potency is the fitted concentration of half-maximal effect; % of control where 0% means no effect; nearly all actives have a fitted effect of over 60% in size
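Derepression of a silenced CMV-GFP reporter in murine LDR cells is scored by enumerating GFP-positive cells with a laser-scanning microplate cytometer after 30 hours of treatment at 37 C.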
CBFb RUNX1 block: inhibitors of human CBF-beta and RUNX1 interaction; Q01196+Q13951; AlphaScreen CBFb-His/RUNX1-biotin binding, biochemical; Potency, µM (doses to about 59.8 µM), without a hit: top-dose activity, negative = inhibition, hits mostly inhibitors; 230,000 tested, under 10 active; note: % of control where 0% means no effect
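Bead-based AlphaScreen assay; binding partners His-tagged CBF-beta and biotinylated RUNX1 at 30 nM each. Compound exposure 15 min after a 20-min protein preincubation; bead step 90 min; all steps at room temperature.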
LMNA splice mod: LMNA splicing modulation; HeLa LMNA splicing GFP/RFP minigene ratio, 48 h; Potency, µM (top dose mostly 46.1 µM), for the others: at the top dose ratio change, negative = inhibition, most hits filed as inhibitors; 0.01% of 200,000 active; active = well fitted inhibition curve with a large enough effect in the signal ratio, with a control signal flat, not every such curve was filed as active; inconclusive = small, poorly fitted or top-dose-only effect, or effect the other way, or a change in a side signal; the % refers to the signal ratio; note: potency is the fitted concentration of half-maximal effect; % is set by controls: 0 for no effect and ±100 for the full control effect
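Read-out is the ratio of GFP to DsRed2 object intensity, acquired by 488 nm laser-scanning cytometry on HeLa lamin A-EGFP minigene reporter cells. Compound incubation 48 hrs at 37 °C in Opti-MEM with 2% FBS; DMSO 0.5% final.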
KinaseGlo FLuc: blocks Kinase-Glo luciferase, a counter-screen artifact | Q27757 | Kinase-Glo luciferase, ATP luminescence, 8 min | Potency, µM (series often up to 38.3 µM), inactives show top-dose activity change, negative = inhibition, hits mostly inhibitors | 0.28% of 200,000 active; note: potency is the fitted concentration of half-maximal effect; % is set by controls: 0 for no effect and ±100 for the full control effect; nearly all actives have a fitted effect of over 60% in size
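Substrate mix (final 50 mM imidazole pH 7.2, 50 mM KCl, 7 mM MgCl2, 10 uM ATP, 0.01% Tween 20, 0.05% BSA) plus pin-tool compound, then Kinase-Glo detection mix; 8 min ambient, luminescence read.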
IMPase Li cell: IMPase inhibition in cells with lithium potentiation; CHO-M1 cells, IP1 TR-FRET (IP-One), carbachol + lithium; AID 1457; 0.35% of 210,000 active; Potency, µM (series often up to 59.4 µM), for the others: top-dose activity, negative = IMPase inhibition, actives largely listed as inhibitors;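 note: IP1 builds up when IMPase is blocked and the TR-FRET signal falls; potency is the fitted concentration of half-maximal effect; plate controls were basal vehicle for no effect and high inhibitor control for full effect; nearly all actives have a fitted effect of over 50% in size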
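Test compounds were applied to CHO-M1 cells previously cultured for 16–30 h at 2000 per well. A small lithium amount accompanied them; after 30 min at 37C, IP1 was quantified by TR-FRET.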
NPSR antag: blocks cAMP signaling of the human neuropeptide S receptor; AID 1461; 1% of 220,000 active; CHO-NPSR cells, cAMP TR-FRET, antagonist mode; Potency, µM (series often up to 38.3 µM), inactives show at the top dose activity change, negative = inhibition, hits mostly inhibitors; note: potency is the fitted concentration of half-maximal effect; % is set by controls: 0 for no effect and ±100 for the full control effect; nearly all actives have a fitted effect of over 50% in size; many of its hits are not listed in these tables
Target sequence (Q6W5P4 whole entry, looked up): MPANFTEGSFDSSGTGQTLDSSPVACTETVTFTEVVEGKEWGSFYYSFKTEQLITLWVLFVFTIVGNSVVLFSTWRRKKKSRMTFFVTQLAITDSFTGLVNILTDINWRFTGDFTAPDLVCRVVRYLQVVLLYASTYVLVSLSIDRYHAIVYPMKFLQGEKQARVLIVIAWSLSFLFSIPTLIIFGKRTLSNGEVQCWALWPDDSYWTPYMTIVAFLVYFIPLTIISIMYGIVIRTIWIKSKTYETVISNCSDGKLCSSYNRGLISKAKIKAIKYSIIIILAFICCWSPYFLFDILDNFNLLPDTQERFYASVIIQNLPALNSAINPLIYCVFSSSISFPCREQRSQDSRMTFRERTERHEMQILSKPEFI
HTT aggregate: mutant huntingtin aggregation inhibition | PC12 HttQ103-GFP aggregates, Acumen cytometry, 40 h | Potency, µM (series often up to 46.1 µM), without a hit: at the top dose activity change, negative = inhibition, usual class: inhibitors | 1.1% of 220,000 active | AID 1688; note: potency is the fitted concentration of half-maximal effect; % is set by controls: 0 for no effect and ±100 for the full control effect; nearly all actives have a fitted effect of over 60% in size
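Aggregates are detected as GFP objects 1–25 µm with signal 6 STDEV over background in lysates of induced PC12 cells. These carry Huntingtin exon 1 with 103 glutamines fused to GFP under an ecdysone promoter; compounds titrated.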
The depositor's hits bear a star; ? = inconclusive; . = not tested or not shown; & = joins results of further samples; [ ] = remark or other dose. Unless noted, calls come from the whole dose curve; as a rule, active = well fitted curve in the direction sought with a large enough effect; inconclusive = small, poorly fitted or top-dose-only effect, or another doubt; inactive = no such curve, though single readings can be large; an effect the other way counts as inactive or inconclusive. The list is partial, so the mix of outcomes need not match the whole.

nr	structure	Epigenetic derep	CBFb RUNX1 block	LMNA splice mod	KinaseGlo FLuc
1	N#CCCn1cc(C(=O)Nc2ccc([N+](=O)[O-])cc2)c(-c2ccc3c(c2)OCCO3)n1	1.1%	-3%	?	1%
2	C[N+]1([O-])[C@@H]2CC(OC(=O)[C@@H](CO)c3ccccc3)C[C@@H]1[C@H]1O[C@H]12 (some centres undefined)	-2.5%[16.9 µM]	10%[21.7 µM]	?	-2%[7.66 µM]
3	CC(=NCCN1CCCCC1)c1c(O)n(-c2ccccc2)c(=O)[nH]c1=O	-0.1%	13%	.	.
4	CCn1cc(C(=O)c2cccs2)c2ccccc21	-3.6%	6%	16%	0%
5	CC(ON1CC1(C(F)(F)F)C(F)(F)F)(C(N)=O)C(N)=O (centres undefined)	0.0%	7%	9%	2%
6	COc1ccc(C2(C#N)CCN(C)CC2)cc1	-3.2%	4%	-3%	2%
7	Cn1c(=O)cc(OCC(=O)N2CCN(C3CCCCC3)CC2)c2ccccc21	-0.8%	13%	-17%	1%
8	Cc1cccc(OP(=O)(Nc2cccnc2)Oc2cccc(C)c2)c1	0.0%	-1%	-12%	-1%
9	CC(=O)OC1CC(OC(C)=O)[C@]2(C)C(CC(OC(C)=O)[C@]3(C)C2CC[C@@]2(C)C(c4ccoc4)C[C@H]4O[C@]432)C1(C)C (some centres undefined)	1.3%	8%	.	-6%
10	O=C1C=CC(=O)c2c(O)cccc21	?	.	.	-19%
11	CSc1nc(NC(C)C)nc(NC(C)C)n1	-0.8%	.	-9%	-1%
12	Cc1ccsc1C(=O)C1CCCN(CCO)C1 (centres undefined)	1.0%	8%	.	6%

nr	IMPase Li cell	NPSR antag	HTT aggregate
1	25%	?	-6%
2	61%&17%[activator]	.	3%
3	.	14%	-12%[9.22 µM]
4	15%[38.3 µM]	-18%[46.1 µM]	-13%
5	-2%	8%	-8%
6	-16%	19%	-19%
7	31%[activator][38.3 µM]	-1%[46.1 µM]	5%
8	10%	10%	8%
9	10%	.	.
10	1%	.	.
11	5%	.	.
12	10%	-13%	4%

Arranged by SMILES length (falling): part of the list above
nr	structure	Epigenetic derep	CBFb RUNX1 block	LMNA splice mod	KinaseGlo FLuc
9	CC(=O)OC1CC(OC(C)=O)[C@]2(C)C(CC(OC(C)=O)[C@]3(C)C2CC[C@@]2(C)C(c4ccoc4)C[C@H]4O[C@]432)C1(C)C (some centres undefined)	1.3%	8%	.	-6%
2	C[N+]1([O-])[C@@H]2CC(OC(=O)[C@@H](CO)c3ccccc3)C[C@@H]1[C@H]1O[C@H]12 (some centres undefined)	-2.5%[16.9 µM]	10%[21.7 µM]	?	-2%[7.66 µM]
5	CC(ON1CC1(C(F)(F)F)C(F)(F)F)(C(N)=O)C(N)=O (centres undefined)	0.0%	7%	9%	2%

nr	IMPase Li cell	NPSR antag	HTT aggregate
9	10%	.	.
2	61%&17%[activator]	.	3%
5	-2%	8%	-8%

Continued:
nr	structure	Epigenetic derep	CBFb RUNX1 block	LMNA splice mod	KinaseGlo FLuc
13	O=C(CN1CCN(S(=O)(=O)c2ccc3ccccc3c2)CC1)NC(=O)NC1CCCCC1	0.8%	-9%	-20%	-2%
14	CC[n+]1c(-c2ccccc2)c2cc(N)ccc2c2ccc(N)cc21	-2.1%&-6.3%	?	?	?
15	CNC(C(=O)c1ccccc1)C(OC(C)C)c1ccc(Cl)cc1 (centres undefined)	-2.0%	0%	-15%	-1%
16	COc1ccc(C)cc1NC1=NCCCS1	-1.4%	5%	-5%[46 µM]	-1%
17	Cc1cc(C=C2C(=O)NC(=O)NC2=O)c(C)n1-c1cccnc1	2.2%	1%	.	.
18	Cn1c(O)c(C=NCc2ccco2)c(=O)n(C)c1=O	-0.7%	-7%	5%	-6%
19	CC1(C)OC(c2ccccc2)=C/C(=C/C=C2C(=O)NC(=O)NC2=O)O1	0.2%	?	?	-22%
20	Cc1cccc(-n2c(C)nc3ccccc3c2=O)n1	-0.8%	-5%	-5%	4%
21	O=C(O)CN1C(=O)CN=C(c2ccccn2)c2cc(Cl)ccc21	-1.0%	-28%	.	0%[7.66 µM]
22	Cc1nn(Cc2ccccc2Cl)c(Cl)c1C(=O)OCC(=O)NC(=O)NC1CCCCC1	5.1%	5%	-10%	13%
23	Clc1ccc(-c2nc3ccc(Cl)cn3c2CN2CCOCC2)cc1	0.0%	10%	-12%	2%
24	O=C(Cn1c(=O)c(C(F)(F)F)nc2ccccc21)N1CCC2(CC1)OCCO2	-0.9%	15%	-2%	2%

nr	IMPase Li cell	NPSR antag	HTT aggregate
13	42%[activator][38.3 µM]	?	?
14	29%&12%&19%	.	14µM*
15	0%[38.3 µM]	-20%[46.1 µM]	-2%
16	4%	4%	2%
17	.	-2%	-25%[9.22 µM]
18	20%[38.3 µM]	-3%[46.1 µM]	4%
19	1%	-22%	1%
20	7%	3%[46.1 µM]	8%
21	-4%	-14%	-13%[9.22 µM]
22	17%	-17%	-31%
23	22%[38.3 µM]	-1%[46.1 µM]	?
24	-5%	-9%[46.1 µM]	5%

(more compounds)
nr	structure	Epigenetic derep	CBFb RUNX1 block	LMNA splice mod	KinaseGlo FLuc
25	O=C1NC(=O)C(=Cc2coc3ccccc3c2=O)C(=O)N1	-3.1%	-7%	.	-4%
26	CN1C(=O)c2ccccc2NC(=O)[C@]12O[C@@H]2c1ccccc1	-1.4%	7%	.	.
27	O=[N+]([O-])c1ccc(-c2ccccc2)c([As](=O)(O)O)c1	?	4%	.	.
28	COc1ccc2oc3c(c2c1)NC(=O)CN=C3c1ccccc1	1.0%	0%	?	-4%
29	CCOc1cccc(=NC2CCCCC2)c2c(C)[nH]c(C)c12	-2.8%	-17%	.	.
30	COc1cccc(C(=O)C2CCCN(Cc3ccc4nsnc4c3)C2)c1 (centres undefined)	1.1%	12%	.	.
31	C=CCN1C(=O)/C(=C/c2ccc3c(c2)CCCN3CCC)C(=O)NC1=S	5.9%	-15%	-5%	?
32	Cc1[nH]c2ccccc2c1C(=O)C(=O)N1CCC2(CC1)OCCO2	1.6%	6%	.	1%
33	Cc1ccc2cccc(OC(=O)N3CCCC3)c2n1	0.9%	8%	0%	-2%
34	CCn1c(O)c(C(=O)CC2NCCc3ccccc32)c(=O)n(CC)c1=S (centres undefined)	-7.4%	26%	?	-5%
35	O=C(Nc1cccc(Cl)c1)OC1CN2CCC1CC2 (centres undefined)	-1.6%	10%	.	.

nr	IMPase Li cell	NPSR antag	HTT aggregate
25	-6%	1%	-14%
26	-1%	-12%	-9%[9.22 µM]
27	.	36%	1%[9.22 µM]
28	3%	17%	5%[9.22 µM]
29	.	6.3µM*	-22%[9.22 µM]
30	3%	53%	9%[9.22 µM]
31	4%	-35%	-20%
32	5%	14%	0%
33	24%[38.3 µM]	1%[46.1 µM]	4%
34	24%[38.3 µM]	-29%[46.1 µM]	-4%
35	.	21%	11%[9.22 µM]

By substructure: the compounds so far containing a nitro group on carbon
nr	structure	Epigenetic derep	CBFb RUNX1 block	LMNA splice mod	KinaseGlo FLuc
1	N#CCCn1cc(C(=O)Nc2ccc([N+](=O)[O-])cc2)c(-c2ccc3c(c2)OCCO3)n1	1.1%	-3%	?	1%
27	O=[N+]([O-])c1ccc(-c2ccccc2)c([As](=O)(O)O)c1	?	4%	.	.

nr	IMPase Li cell	NPSR antag	HTT aggregate
1	25%	?	-6%
27	.	36%	1%[9.22 µM]

Part of the list above, reformatted:
Results follow in this order: Epigenetic derep | CBFb RUNX1 block | LMNA splice mod | KinaseGlo FLuc | IMPase Li cell | NPSR antag | HTT aggregate
30	COc1cccc(C(=O)C2CCCN(Cc3ccc4nsnc4c3)C2)c1 (centres undefined)
→ 1.1% | 12% | . | . | 3% | 53% | 9%[9.22 µM]
31	C=CCN1C(=O)/C(=C/c2ccc3c(c2)CCCN3CCC)C(=O)NC1=S
→ 5.9% | -15% | -5% | ? | 4% | -35% | -20%
